Screens as filed in PubChem BioAssay.
Lipid storage S3: qHTS Assay for Lipid Storage Modulators in Drosophila S3 Cells; AID 2685; Potency in µM for hits, for the others lipid storage change, negative = inhibition, % at the top dose, mostly 46.1 µM; Drosophila S3 cells, BODIPY lipid droplet fluorescence, 18-24 h; cells fed with added oleic acid; 320,000 tested, 0.64% active; active = well fitted inhibition curve with a large enough effect in the signal ratio, with a control signal flat, not every such curve was filed as active; inconclusive = small, poorly fitted or top-dose-only effect, or effect the other way, or a change in a side signal; the % refers to the signal ratio
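Drosophila S3 cells loaded with oleic acid (400 uM, as added) and compounds at several concentrations; lipid droplets imaged by 488-nm laser-scanning cytometry, 500–530 nm intensity and object ratio to cell channel. Percent activity normalized to 20 uM Triacsin C.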
Lipid storage S3 cell count max: second read-out of Lipid storage S3, no call of its own (marks repeat the call); cell number change, %; measured here: cell count max response;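 cells counted by Cell Tracker Red CMTPX staining in the red channel; peak over a dose series mostly up to 46.1 µM; percent activity relative to internal control wells on each plate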
Numbers without * were called inactive; i = inactive; ? = inconclusive; . = not tested or not shown. % is scaled to controls: 0 for no effect and ±100 for the full control effect; potency is read from the fitted curve at half-maximal effect. Some of the compounds tested; the hit share may differ from the screen's.

SMILES	Lipid storage S3	Lipid storage S3 cell count max
Cc1cc(NS(=O)(=O)c2ccc(Nc3nc(-c4sc(N)nc4C)cs3)cc2)no1	-3.2%	-1.2
O=C(c1ccccc1Br)N1CCN(c2ccccn2)CC1	18.2%	-24.8
CCC(C)[C@H](NC(=O)Nc1ccc2c(c1)OCCO2)C(=O)O (stereo partly drawn)	-10.2%	-7.8
Cc1cc(C)n(CC(=O)NC2CCCCC2)n1	?	.
O=C(OCn1nnc2ccccc2c1=O)c1ccc2c(=O)n3c(nc2c1)CCC3	8.2%	-20.3
O=C(NCCC1=CCCCC1)c1cnc2n(c1=O)CCS2	?	.
CCOC(=O)Cc1csc(NC(=O)/C=C/c2ccccc2Cl)n1	12.2%	-1.3
COc1cc(C(=O)Nc2nc(-c3ccc(Cl)cc3)c(C)s2)ccc1OCC(=O)Nc1ccc(F)cc1	?	.
Cc1[nH]nc(SCC(=O)Nc2cccc(O)c2)c1[N+](=O)[O-]	2.1%	17.2
Cc1cc([N+](=O)[O-])ccc1NC(=O)Nc1ccccc1F	8.5%	-5.1
COc1ccccc1N(C)S(=O)(=O)c1ccc(C(=O)Nc2ncc(C)s2)cc1	-14.9%	1.4
COC(=O)c1ccccc1S(=O)(=O)Nc1ccc2cn[nH]c2c1	?	.
O=C(COc1ccc(Cl)cc1Cl)Nc1c(-c2cccs2)nc2ccccn12	-2.8%	6.1
Cc1ccc2nc(N3C(=O)C(O)=C(C(=O)c4ccc(C)o4)C3c3ccc(O)cc3)sc2c1 (stereo not drawn)	10.6%	-19.8
C=CCOc1cccc(NC(=O)c2ccccc2SC)c1	?	.
C=CCNC(=S)Nc1ccc(N2CCOCC2)c(S(=O)(=O)Nc2ccccc2Cl)c1	?	.
C=CCOc1ccc(CN(C)CC(=O)Nc2ccccc2[N+](=O)[O-])cc1	?	.
O=C(Cn1cncc1-c1ccc([N+](=O)[O-])cc1)Nc1cccc2ccccc12	?	.
CCOc1ccc(N(CC(=O)NC2CCCCC2)C(=O)CSc2nnc(COc3ccccc3)o2)cc1	-10.5%	-14.5
Cc1ccc(S(=O)(=O)N(CC(=O)NCCC2=CCCCC2)Cc2ccccc2F)cc1	-19.0%	-1.9
COC(CNC(=O)c1cccnc1)OC	?	.
CC(C)[C@H](NC(=O)NCCC1=CCCCC1)C(=O)O	?	.
Cc1cc(OCC(O)CN2CCCC2)cc(C)c1Cl (stereo not drawn)	?	.
CCSc1nnc(NC(=O)c2cccs2)s1	3.0%	-7.1
Cc1ccc(OCC(=O)NNC(=O)CCC(=O)Nc2ccc(C)cc2C)cc1	7.1%	-4.0
COc1ccc(C2c3[nH]c4ccccc4c3CCN2C(=O)c2cn3ccccc3n2)c(F)c1 (stereo not drawn)	?	.
O=C(NCc1ccccc1)C12CC3CC(CC(Br)(C3)C1)C2	?	.
COc1cc2[nH]c(=S)n(CCN3CCCCC3C)c(=O)c2cc1OC (stereo not drawn)	i	.
Nc1c(S(=O)(=O)c2cccs2)c2nc3ccccc3nc2n1Cc1cccs1	?	.
CCOC(=O)C1=C(C)NC(=O)NC1c1c(OC)ccc2ccccc12 (stereo not drawn)	?	.
C=CCc1cccc2cc(C(=O)NNC(=O)CC#N)c(=O)oc12	?	.
FC(F)(F)c1cccc(NC(=S)NCCc2ccccn2)c1	?	.
O=C1Cc2ccccc2C(c2ccc(Cl)cc2Cl)N1 (stereo not drawn)	-0.5%	-8.7
CC(C)CN(C(=O)COC(=O)c1ccc(Cl)c(N)c1)c1c(N)n(Cc2ccccc2)c(=O)[nH]c1=O	?	.
Cc1nn(-c2ccccc2)c(C)c1Cc1ccc(O)cc1	i	16.6
COc1ccccc1N1CCN(Cc2ccc(O)c3ncccc23)CC1	i	1.9

For reference, some entries already given:
SMILES	Lipid storage S3	Lipid storage S3 cell count max
Nc1c(S(=O)(=O)c2cccs2)c2nc3ccccc3nc2n1Cc1cccs1	?	.
CCOC(=O)C1=C(C)NC(=O)NC1c1c(OC)ccc2ccccc12 (stereo not drawn)	?	.
C=CCc1cccc2cc(C(=O)NNC(=O)CC#N)c(=O)oc12	?	.
FC(F)(F)c1cccc(NC(=S)NCCc2ccccn2)c1	?	.
O=C1Cc2ccccc2C(c2ccc(Cl)cc2Cl)N1 (stereo not drawn)	-0.5%	-8.7
CC(C)CN(C(=O)COC(=O)c1ccc(Cl)c(N)c1)c1c(N)n(Cc2ccccc2)c(=O)[nH]c1=O	?	.
Cc1nn(-c2ccccc2)c(C)c1Cc1ccc(O)cc1	i	16.6

Next entries follow:
SMILES	Lipid storage S3	Lipid storage S3 cell count max
Cc1ccc(C2c3c(oc4ccccc4c3=O)C(=O)N2c2nncs2)cc1 (stereo not drawn)	?	.
O=C(Nc1cc(=O)[nH]c2ncnn12)c1ccccc1	5.8%	-8.1
COC(=O)CC1C(=O)NCCN1C(=S)NC(=O)CCc1ccccc1 (stereo not drawn)	?	.
COc1ccc2c(c1)cc(C(=O)N[C@@H](CCSC)C(=O)N1CCC[C@H]1C(=O)O)n2C	?	.
COCCCNc1ncnc2c1cnn2-c1ccc(C)cc1C	i	-14.7
Nn1c(SCC(=O)Nc2ccccc2)nnc1C1CCCCC1	19.7%	11.3
CC(=O)N1c2ccc(S(=O)(=O)N(C)C3CCCCC3)cc2CC1C (stereo not drawn)	i	.
COc1cc(C)c(Br)cc1S(=O)(=O)N1CCOCC1	-0.5%	2.3
O=C(c1ccc(F)cc1)N1CCN2C(=O)c3ccccc3C12c1ccccc1 (stereo not drawn)	?	.
CCOCC(=O)Nc1ccc(S(=O)(=O)NCCc2ccccc2)cc1	?	.
c1nc2n(n1)C1=C(CCCC1)C1(CCCCC1)N2	7.2%	25.9
Cc1ccc(S(=O)(=O)NNC2=NS(=O)(=O)c3ccccc32)c(C)c1	6.1%	-0.4
Cc1csc(Sc2nc3c(c(=O)[nH]c(=O)n3C)n2CCCc2ccccc2)n1	?	.
Cc1ccc(-n2nnnc2SCC(=O)NC2CCS(=O)(=O)C2)c(C)c1 (stereo not drawn)	?	.
O=C1CCN(c2ncccc2[N+](=O)[O-])CC1	?	.
O=C(NCCc1ccc(C(F)(F)F)cc1)C1CCC(=O)N(CCCc2ccccc2)C1 (stereo not drawn)	-15.6%	20.6
Cc1ccc(NC(=O)CN(C)C(=O)/C=C/c2cccs2)cc1	4.0%	-6.7
Cc1c(C(=O)NC(C)c2ccccn2)oc2c(Cl)cccc12 (stereo not drawn)	25.2%	-0.5
CCOc1ccc(C2=CSC3=NCCN23)cc1[N+](=O)[O-]	14.7%	2.9
COc1ccc(OC)c(N(CC(=O)NCCSCc2ccc(C)cc2)S(C)(=O)=O)c1	-27.8%	-10.9
CCC(CC)C(=O)Nc1ccc(C)cc1O	15.4%	-11.3
COc1ccc(CC(=O)NCC2CCCN(Cc3cc(OC)cc(OC)c3)C2)cc1 (stereo not drawn)	?	.
S=C(NC12CC3CC(CC(C3)C1)C2)N1CCCC1	?	.
Cc1ccc(C(=O)Nc2ccc(C(=O)N/N=C/c3ccccn3)cc2)cc1	?	.
COC(=O)c1c(C)n(-c2ccccc2)c2ccc(O)cc12	?	.
Cc1cccc(N2CCN(C(=O)CCC(=O)N3CC(C)Oc4ccc(C)cc43)CC2C)c1 (stereo not drawn)	?	.
N#C/C(=C\c1ccc[nH]1)C(=O)NC1CC1	?	.
Cc1ccc(NC(=O)Cn2nnc(C(=O)NCc3ccco3)c2N)c(C)c1	?	.
C=CCNC(=O)C(C)N1C(=O)c2ccccc2C1=O (stereo not drawn)	i	-3.2
O=C(NC1CC1)C1=C[C@@H](c2c[nH]c3ccccc23)C[C@@H](OCc2ccc(CO)cc2)O1	?	.
CCCc1[nH][nH]c(=O)c1C(c1ccccc1)C(C#N)C#N (stereo not drawn)	i	.
CCCCCn1c(CN2CCN(CCO)CC2)nc2c1c(=O)n(C)c(=O)n2C	?	.
CS(=O)(=O)N(Cc1ccc(Cl)cc1)c1ccc(C(=O)NCc2ccccn2)cc1	3.2%	14.0
O=C(COc1ccccc1Br)NC(=O)NC1CCCC1	?	.
COc1ccc(CCNC(=O)C2CCCN2C(=O)Nc2cccc(C(C)=O)c2)cc1OC (stereo not drawn)	?	.
O=C(NCCCO)/C(=C\C=C\c1ccccc1)NC(=O)c1ccccc1Cl	?	.
O=C(O)CSc1cc(NS(=O)(=O)c2ccc(Cl)cc2)c2ccccc2c1O	?	.
COc1ccc(/C=C(/NC(=O)c2ccccc2)C(=O)N/N=C/c2ccc3c(c2)OCO3)cc1OC	?	.
Cc1cc(C)c(NC(=O)CCn2nnc3ccccc32)c(C)c1	-16.5%	-9.2
CC1CC(=O)N(CC(=O)NCc2ccc(F)cc2)c2ccccc2S1(=O)=O (stereo not drawn)	?	.
CCNC(=O)COC(=O)CCNC(=O)c1ccc(Cl)cc1	-15.5%	-9.2
CCOC(=O)C1CCCN(C2CC(=O)N(c3ccc(NC(C)=O)cc3)C2=O)C1 (stereo not drawn)	1.9%	.
Cc1cnc(NC(=O)CSc2ncc(-c3ccccc3)n2Cc2ccco2)s1	?	.
CCOC(=O)C1CN(c2cc3c(cc2F)c(=O)c(C(=O)O)cn3CC)OC1C(=O)OCC (stereo not drawn)	23.1%	-4.4
CCN(CC)Cc1cc(C(C)=O)ccc1OCC(C)C	2.1%	-2.6
CC(C)c1ccc(-c2noc(C3CCCN(S(C)(=O)=O)C3)n2)cc1 (stereo not drawn)	?	.
Cc1c(NC(=O)c2ccc3c(c2)OCO3)c(=O)n(-c2ccccc2)n1C	?	.
COc1cc([N+](=O)[O-])cc2cc(C(=O)N3CCCC3)c(=O)oc12	5.3%	20.2
O=C(O)CN1C(=O)/C(=C/c2ccccc2Cl)Oc2ccccc21	7.8%	10.6
Clc1ccc(C2Nc3ccccc3-n3cccc32)cc1 (stereo not drawn)	-7.1%	-7.4
O=C(COC(=O)CCC(=O)c1ccccc1)NNC(=O)c1ccc(Cl)cc1	?	.
Cc1cc2cc3c(cc2nc1SCC(=O)O)OCCO3	7.9%	2.9
CC1=C/C(=C\C=C(C#N)C#N)N(C)c2ccccc21	?	.
CCOC(=O)[C@H]1[C@H]2COc3ccc(Br)cc3[C@@H]2N2C(=O)c3cc(F)c(F)cc3NC(=O)[C@@]12C	?	.
CCOc1ccc(OCC)c(NC(=O)C2CCN(S(=O)(=O)c3c(C)noc3C)CC2)c1	?	.
Cc1[nH]c2ccccc2c1C(=O)CN1C(=O)NC(C)(c2ccc(Cl)cc2Cl)C1=O (stereo not drawn)	?	.
CS(=O)(=O)c1ccc(NCCc2ccccn2)c([N+](=O)[O-])c1	-9.3%	17.6
COCCN(C(=O)COC(=O)/C=C/c1ccc2c(c1)OCO2)c1c(N)n(Cc2ccccc2)c(=O)[nH]c1=O	i	-4.4
Cc1[nH]n(C(C)(C)C)c(=O)c1Sc1ccc(Cl)cc1	?	.
O=C(c1ccccc1)N1CCN(c2ccc([N+](=O)[O-])cc2-n2cccc2)CC1	?	.

More results follow:
SMILES	Lipid storage S3	Lipid storage S3 cell count max
C=CCn1c(=O)c(C(=O)NCc2ccc3c(c2)OCO3)c(O)c2ccccc21	13.7%	2.1
Cc1cccc(NC(=O)c2cc(NC(=O)CCCC(=O)O)ccc2Cl)n1	16.7%	-27.6
CC(C)(C)c1ccc(OCCON2C(=O)CCC2=O)c(Cl)c1	?	.
N#CC(c1ccccc1F)(c1ncc(C(F)(F)F)cc1Cl)N1CCOCC1 (stereo not drawn)	?	.
CCCn1c(=N)c(C#N)cc2c(=O)n3ccccc3nc21	4.5%	19.6
CN(C)CCCO[C@@H]1[C@H]2OC(C)(C)O[C@H]2O[C@@H]1[C@H](O)CO	-6.2%	-3.6
CCOC(=O)NC1(Nc2ccc(Cl)cn2)Oc2ccccc2O1	11.6%	-5.7
COc1ccc(NC(=O)c2ccc(-c3ccccc3)cc2)cc1NS(=O)(=O)c1ccc(F)cc1	?	.
CC(=O)Nc1cccc(NC(=O)c2cc(-c3cccnc3)nc3ccc(Cl)cc23)c1	?	.
O=C(Oc1cccc2c(OC(=O)N3CCOCC3)cccc12)N1CCOCC1	9.6%	-3.3
O=C(Nc1nccs1)c1cccc(NC(=O)C(F)(F)F)c1	1.0%	11.8
COc1ccc(/C=C/C(=O)OCCCN(C)C)cc1	?	.
CC1(C(=O)Nc2ccc3c(c2)OCCO3)CC1(Cl)Cl (stereo not drawn)	24.0%	.
CCOCCn1c(SCc2ccccc2)nc2c1c(=O)[nH]c(=O)n2C	7.8%	-12.0
CCOc1ccc(/C=C/C(=O)CCC(=O)O)cc1	5.8%	13.5
CCCn1nc(Oc2nc(SC)nc(N(C)C)n2)ccc1=O	?	.
COc1ccc(CCNC(=O)C2CCN(S(=O)(=O)N3CCCCC3)CC2)cc1OC	-13.5%	-8.1
